# GSIS activator: primary screen for activators of insulin secretion dependent on glucose, INS-1E cells, GLuc reporter luminescence; INS-1E GLuc reporter insulin secretion, 2-3 h; activation, % at 16.6 µM; 370,000 tested, 0.61% active; AID 743287;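 active = lowest replicate activation of at least 40%, so every replicate reaches that level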;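 also: 0% = median of neutral control wells and 100% = median of IBMX positive control wells; some compounds called inactive have numbers as strong as hits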
# E-sel inducer: induces E-selectin expression in human endothelial cells; HUVEC E-selectin immunofluorescence imaging; normalized: neutral wells 0, TNF-alpha wells 100; activation, % at 7.58 µM; 260,000 tested, 0.37% active; P16581;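 active = mean E-selectin-positive cell signal at least 10% of the positive control, reached in at least 60% of replicates, without over 20% cell loss; inconclusive = no rule given, readout overlaps actives, possibly toxicity-flagged; inactive = the rest, including those meeting only one limit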;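 also: in these data hits start at about 27%; measured in HUVEC primary endothelial cells; signal is the percent of cells scored E-selectin positive by PE staining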
# Target sequence (P16581 whole entry, looked up): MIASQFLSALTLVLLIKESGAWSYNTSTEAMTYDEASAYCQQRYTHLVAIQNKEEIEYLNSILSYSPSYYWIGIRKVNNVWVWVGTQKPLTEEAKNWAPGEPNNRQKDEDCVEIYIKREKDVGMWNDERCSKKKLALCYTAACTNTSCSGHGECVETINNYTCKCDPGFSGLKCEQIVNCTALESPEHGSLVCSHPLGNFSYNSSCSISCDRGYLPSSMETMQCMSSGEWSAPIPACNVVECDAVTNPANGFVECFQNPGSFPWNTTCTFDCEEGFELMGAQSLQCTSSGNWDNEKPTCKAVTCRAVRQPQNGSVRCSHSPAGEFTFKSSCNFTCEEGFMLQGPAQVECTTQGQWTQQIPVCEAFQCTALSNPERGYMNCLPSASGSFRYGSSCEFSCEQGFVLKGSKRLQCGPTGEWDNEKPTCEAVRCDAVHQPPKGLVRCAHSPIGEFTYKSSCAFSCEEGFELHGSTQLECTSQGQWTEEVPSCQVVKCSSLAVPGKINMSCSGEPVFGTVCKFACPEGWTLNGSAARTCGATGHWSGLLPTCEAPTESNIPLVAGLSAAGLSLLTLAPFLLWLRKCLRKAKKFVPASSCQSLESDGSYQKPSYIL
#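 Test system: HUVEC | Signal: Immunofluorescence imaging | Read-out: Percent E-selectin-positive cells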
# Casp6 inh: inhibitors of human caspase-6; purified caspase-6, Z-VEID-R110 cleavage fluorescence; inhibition, % at 12.5 µM; P55212; 350,000 tested, 0.53% active;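 active = mean inhibition across replicates at least about 35%, with every replicate also reaching that limit, limit read from the data; inconclusive = only one of the two criteria met; inactive = neither criterion met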;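 also: 0% = median of neutral control wells and 100% = no fluorescence left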
# DENV2 CPE: inhibitors of DENV2 cytopathic effect; 350,000 tested, 1.7% active; DENV2-infected cells, cytopathic effect rescue, plate reader; CPE inhibition, % at 9.99 µM; in the data active = CPE inhibition above about 20%, passing the limit was not always enough; inconclusive = no clear call, values can overlap the other calls; tested in BHK-21 cells;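 also: 0% = median of neutral control wells and 100% = median of positive control wells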
# RAD52 inh: blocks human RAD52 DNA annealing; recombinant RAD52 DNA annealing, FRET fluorescence; inhibition, % at 18.7 µM; 360,000 tested, 0.46% active; AID 651710;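 active = every replicate showing at least 50% inhibition; inconclusive = mean inhibition at least 50% but not in every replicate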
# Target sequence (P43351 whole entry, looked up): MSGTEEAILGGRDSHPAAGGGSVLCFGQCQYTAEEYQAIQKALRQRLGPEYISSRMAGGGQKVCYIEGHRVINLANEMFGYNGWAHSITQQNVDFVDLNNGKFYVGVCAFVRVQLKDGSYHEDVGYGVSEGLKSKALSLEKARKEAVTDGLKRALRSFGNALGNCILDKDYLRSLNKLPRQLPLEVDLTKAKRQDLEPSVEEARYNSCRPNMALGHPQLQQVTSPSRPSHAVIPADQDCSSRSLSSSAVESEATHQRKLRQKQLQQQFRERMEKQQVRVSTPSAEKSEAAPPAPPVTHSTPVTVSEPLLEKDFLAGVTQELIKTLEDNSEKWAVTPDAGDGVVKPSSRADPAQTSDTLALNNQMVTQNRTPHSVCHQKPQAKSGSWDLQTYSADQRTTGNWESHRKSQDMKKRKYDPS
# CFTR F508del cor: CFTR F508del correction in bronchial cells | CFBE cells, YFP halide quenching; stimulated with forskolin plus potentiator P3; % fluorescence drop versus neutral controls | activity (quench increase), % at 7.58 µM | 350,000 tested, 0.36% active | AID 720511;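 active = mean added fluorescence quench of at least 8% versus neutral control, with both replicates also reaching 8%; inconclusive = only one of the mean or replicate conditions met; inactive = mean below 8% and not both replicates reaching 8%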;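 also: cells transiently co-express mutant CFTR-F508del with the halide-sensitive YFP; corrector assay measuring rescue of mutant channel to the surface after 24 h compound exposure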
# XiGFP reactiv: activators of X-chromosome reactivation in mouse fibroblasts; XiGFP mouse fibroblasts, % GFP-positive cells imaging, 3 d; cells co-treated with 5-aza-dC sensitizer; scaled so ellipticine positive control = 100%; 360,000 tested, 0.055% active; AID 743238; activation, % at 7.58 µM;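 active = mean normalized replicate activation at least 10% and every replicate at or above 10%; inconclusive = only one of the two criteria met; inactive = mean below 10% and not all replicates reach 10%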;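 also: 0% = median of on-plate neutral control wells and 100% = ellipticine 6 µM median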
#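 material = 68-5-11 XiGFP fibroblast line | medium = DMEM plus 5-aza-dC sensitizer | schedule = 3 days compound exposure | benchmarks = positive control ellipticine, 6 µM final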
# RAD54 branch: inhibitors of human RAD54 branch migration. RAD54 Holliday junction branch migration, FAM/BHQ fluorescence. 360,000 tested, 0.14% active. Q92698. inhibition, % at 10.4 µM;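 active = mean normalized replicate activity at least 40 and at least half of replicates scoring 40 or more; inconclusive = only one of the two criteria met; inactive = mean below 40 and under half of replicates reaching 40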;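 also: 0% = median of neutral control wells and 100% = median of positive control wells; inhibitors cause a drop in the FAM fluorescence signal; in these data hits start at about 50%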
# Numbers without * were called inactive; u = inconclusive; x = no result given; & = joins results of further samples.
SMILES,GSIS activator,E-sel inducer,Casp6 inh,DENV2 CPE,RAD52 inh,CFTR F508del cor,XiGFP reactiv,RAD54 branch
O=C(Nc1nnc([C@@H]2C[C@H](O)[C@@H](CO)O2)s1)Nc1ccccc1F,-9.0,0.3,-0.7,u,6.5,-0.2,0.1,-6.0
COc1ccc(CNC(=O)CS(=O)Cc2nc(-c3ccc(OC)c(OC)c3)oc2C)cc1 (centres undefined),0.5,x,1.8,-5.6,-8.5,3.9,0.0,-5.6
Cc1noc(C)c1NC(=O)Nc1ccc2c(c1)C(=O)N([C@H](C)CO)C[C@H](C)[C@@H](CN(C)Cc1ccncc1)OCCCC[C@@H](C)O2,17.9,0.7,-1.1,-1.8,5.3,-1.3,0.0,-3.1
CC1=NN(C(=O)c2ccccc2)C(O)(c2ccc(Br)cc2)C1 (centres undefined),-0.1,x,-3.2,-0.3,-14.4,2.5,0.0,x
Cc1nc(SCC(=O)N2CCCCCC2)c2c(=O)n(C)c(=O)n(CC(C)C)c2n1,x,x,3.8,0.7,8.3,-4.3,0.0,10.3
Cc1cccc(NC(=O)C2CCN(C(=O)NC3CCCCC3)CC2)c1,5.5,x,1.2,-6.0,1.3,1.7,0.0,3.2
COc1ccccc1Cc1c(-c2ccccc2)nc2ccc(Br)cn12,10.5,0.1,3.8,u,-24.2,4.5,0.0,-19.5
CC(C)[C@H](Nc1ccc(S(=O)(=O)N2CCOCC2)cc1[N+](=O)[O-])C(=O)OCC(=O)N(C(C)C)C(C)C,-13.8,-0.1,x,x,x,x,0.1,2.7
O=C(C[C@@H]1C=C[C@@H](NC(=O)c2ccncc2)[C@H](CO)O1)NCc1ccncn1,1.4,0.4,1.3,-8.6,-3.3,1.4,0.1,x
COc1ccc(CN(C)C[C@H]2OCCCC[C@H](C)Oc3ccc(NS(=O)(=O)c4ccc(Cl)cc4)cc3C(=O)N([C@H](C)CO)C[C@H]2C)cc1,-35.0,0.6,0.0,5.6,17.9,1.1,-0.1,-9.1
CN1CCC(=NNC(=O)C(=O)NC(C)(C)C)CC1,1.7,x,-4.4,-3.3,-3.7,1.0,x,-7.4
CCCCNc1nnc(Cc2ccc(Cl)cc2)c(=O)[nH]1,-4.8,-1.6,-2.9,16.6,-5.2,-1.7,-0.1,-5.5
CCN(CC)S(=O)(=O)c1ccc(C(=O)NC2=NCCS2)cc1,11.2,x,-3.2,6.1,-2.9,0.2,0.0,-0.8
COCc1ccc(CN2CCC(n3nccc3NC(=O)c3ccc4c(c3)OCO4)CC2)o1,x,x,-5.1,-3.8,-9.1,-0.4,0.0,-1.7
Cc1ccccc1N1CCN(S(=O)(=O)N(C)C)CC1,-0.1,x,0.1,8.4,3.8,0.6,0.0,x
O=C(Nc1ccccc1N1CCOCC1)C1(c2ccc(Cl)cc2)CCC1,3.3,x,-1.0,-1.0,1.8,-1.5,0.2,x
CCOC(=O)CCCNC(=O)CN1C(=O)NC(c2ccccc2)(c2ccccc2)C1=O,-3.5,x,1.1,1.4,-12.2,0.3,0.3,-2.1
CC(C)(C)OC(=O)N1CCN(C(=O)Cn2cc(CCO)nn2)CC1,18.0,-0.1,-1.9,-7.6,-6.6,-0.3,0.0,5.4
O=c1c2ccccc2nc2n1C(CSc1ccccc1)CS2 (centres undefined),17.9,1.2,-0.8,-1.4,-3.0,1.0,-0.2,x
Cc1ccc(C(=O)OC(C)C(=O)NCc2ccc3c(c2)OCO3)cc1S(=O)(=O)N1CCOCC1 (centres undefined),-18.5,1.2,7.2,u,-10.7,-0.2,0.1,2.6
Cc1cc(C)c(OCC(=O)Nc2nnc(-c3ccco3)o2)c(C)c1,26.7,2.3,-4.1,-11.5,-2.8,-1.6,0.1,x
CSCC[C@H](NC(=O)N1C[C@H]2C[C@@H](C1)c1cccc(=O)n1C2)C(=O)Nc1ccc(NC(C)=O)cc1,-3.0,x,-5.5,-3.1,-1.2,-2.7,x,5.7
C[C@H](NC(=O)C[C@@H]1CC[C@@H]2[C@@H](COc3ccc(NS(=O)(=O)c4ccc(Cl)cc4)cc3C(=O)N2C)O1)c1ccccc1,-7.6,-0.2,x,3.8,10.2,0.4,0.0,2.3
C[C@@H]1CN([C@@H](C)CO)C(=O)c2cccc(NC(=O)Nc3ccccc3)c2O[C@H]1CN(C)Cc1ccc(Oc2ccccc2)cc1,4.5,x,-1.9,14.1,-8.9,1.7,0.1,-9.2
COc1cccc(C(=O)N2C[C@H]3[C@@H](c4ccccc42)[C@H](CO)N3C(=O)c2ccccc2)c1,2.6,1.1,0.5,16.5,-4.8,-1.1,0.5,-7.1
C[C@@H]1CN([C@H](C)CO)C(=O)c2cccc(NC(=O)c3ccc(-c4nccs4)cc3)c2O[C@H]1CN(C)S(=O)(=O)c1cn(C)cn1,1.1,0.1,3.3,2.4,-10.0,-2.1,0.0,3.0
COc1ccc(-c2ccccc2[C@H]2[C@@H](CO)N(C(=O)C3CCOCC3)[C@H]2C#N)cc1,1.6,0.1,0.3,-6.5,-14.0,4.8,0.0,x
O=C(CCNC(=O)N1CCn2c1nc1ccccc12)NCc1ccc(Cl)cc1,-20.8,x,1.2,-2.2,-0.8,-1.4,0.0,6.3
Cc1ccccc1OCCNC(=O)CNC(=O)c1ccccc1O,-10.1,x,-0.9,0.4,-1.7,-1.1,x,0.3
COc1ccccc1CN1[C@@H](CO)[C@@H]2c3ccccc3N(C(=O)c3ccncc3)C[C@@H]21,-0.6,0.0,-1.1,u,-7.4,-1.2,0.1,1.7
COc1cc(OC)c(C2=Nc3ccc(Br)cc3C(c3ccccc3)N2CC(=O)NN)cc1OC (centres undefined),-6.8,x,-5.3,-1.7,-2.2,-1.8,0.0,x
Cc1noc(C)c1NC(=O)N(C)C[C@@H]1Oc2ccc(NC(=O)NC(C)C)cc2C(=O)N([C@H](C)CO)C[C@H]1C,16.8,-0.4,1.1,-1.8,-9.9,-0.9,-0.3,9.1
CCC(=O)Nc1ccc2c(c1)nc(CCN1CCN(c3ccccc3)CC1)n2C,6.2,0.2,-0.1,0.4,4.9,-0.7,0.0,7.7
COc1ccc2nc(NCc3cccnc3)sc2c1,-3.5,0.3,-2.6,-9.4,2.0,0.7,0.3,-4.9
COCc1cn(CC[C@@H]2CC[C@H](NC(=O)Nc3ccccc3)[C@@H](CO)O2)nn1,-8.0,-0.3,-0.4,u,16.7,2.0,-0.1,-8.4
CO[C@@H]1CN(C)C(=O)c2cc(NC(=O)c3ccccc3)ccc2OC[C@@H](C)N(C(=O)C2CC2)C[C@H]1C,8.5,-0.1,-2.8,0.5,1.4,1.0,0.3,4.6
Oc1ccc2ccccc2c1CN1CCN(c2ccccc2F)CC1,0.9,0.7,-1.1,6.6,-17.7,-3.9,0.2,13.9
O=C1COc2ccc(C(=O)COC(=O)c3ccc(S(=O)(=O)C(F)F)cc3)cc2N1,-1.2,x,-5.9,-3.1,-18.2,1.5,0.3,-5.8
Cc1ccc(F)c(S(=O)(=O)NC(=O)C2(C)CCN2C(=O)Cc2ccccc2Cl)c1 (centres undefined),x,0.4,-0.6,3.4,-6.6,1.0,0.3,10.0
CCc1ccc(/C=C2/SC(=S)N(CCC(=O)NCCCN3CCOCC3)C2=O)cc1,4.6,-0.2,-4.8,2.4,-24.8,-7.6,0.1,2.2
O=C(CN(C(=O)CNC(=O)c1cccs1)c1ccc(F)cc1)NC1CCCC1,2.8,-0.1,-0.7,u,-3.6,0.5,0.0,-12.1
C/C=C/c1ccc2c(c1)O[C@H](CN(C)C(=O)C1CC1)[C@H](C)CN([C@@H](C)CO)S2(=O)=O,16.7,0.2,x,x,x,-0.6,-0.4,x
O=C1NC[C@H](CCCCN2C[C@H](Cc3ccccc3)N(Cc3ccccc3)C(=O)C2=O)N(CCc2ccccc2)C1=O,-0.2,0.0,13.6,u,-0.8,-2.6,0.1,x
CCN(CC)S(=O)(=O)c1cccc(NC(=O)CC2CCCC2)c1,-20.1,x,-3.3,2.2,-11.0,1.3,0.1,-10.1
O=Cc1c(NCc2ccc(F)cc2)c2ccccc2[nH]c1=O,25.6,2.2,-5.6,-2.9,-22.1,0.7,0.1,-9.1
C[C@H]1[C@H](NC(=O)C(=NOC(C)(C)C(=O)O)c2csc(N)n2)C(=O)N1S(=O)(=O)O,x,0.9,2.1,7.5,-0.4,2.2,0.0,-1.8
Cc1noc(C)c1NC(=O)NCC[C@H]1CC[C@@H](NC(=O)c2ccncc2)[C@@H](CO)O1,3.1,0.3,1.4,2.4,6.6,-1.0,0.3,8.5
O=C(Nc1ccccc1)C1=C[C@H](c2ccc(C(F)(F)F)cc2)C[C@H](OCCCCO)O1,-5.4,1.2,-1.5&1.2,15.5&-13.3,-6.4&-18.2,-2.0&-1.1,1.8,-7.2&-7.8
C/C=C\C(=O)Nc1cccc(C2=NOC3(C2)C[C@@H](C(N)=O)N(C(=O)c2ccccc2)C3)c1 (some centres undefined),2.2,-0.1,3.3,-14.1,-14.5,0.3,-0.1,5.6
O=C(COC(=O)Cc1ccc(Br)cc1)NCc1ccc(F)cc1,5.8,x,2.1,2.4,-13.3,2.1,0.2,x
C=CC(COCc1ccccc1)N(C(=O)OC(C)(C)C)S(=O)(=O)c1ccccc1Br (centres undefined),x,14.4,-5.0,x,-0.1,4.7,0.0,-6.9
Cc1ccc(N2C(=O)CN(Cc3ccccc3)C2=S)cc1C,-0.8,0.0,-0.8,3.0,-6.9,4.2,0.0,0.7
CC(=O)Nc1cccc(-c2csc(C(O)c3ccc(F)c(F)c3)n2)c1 (centres undefined),-5.0,0.2,3.3,-1.6,-18.5,1.6,-0.2,10.6
COc1ccc2nc(NC(=O)c3ccoc3C)sc2c1,-3.0,x,2.4,-1.0,-15.8,4.3,x,12.1
Cc1[nH]c2ccc(F)cc2c1CCN(Cc1ccncc1)C(=S)Nc1cccc(F)c1,x,0.1,0.7,-4.1,-24.3,2.5,0.1,8.9
CC(=O)Nc1ccc(S(=O)(=O)Nc2ccccc2C(=O)N2CCCCC2)cc1,-3.2,x,1.5,-2.6,-7.3,-1.6,0.3,4.0
CCCCN(C(=O)COC(=O)c1sccc1C)c1c(N)n(CCC)c(=O)[nH]c1=O,32.8,-0.1,-5.7,13.2,0.5,1.6,0.0,3.9
COc1cc(O)cc2c1[C@@H]1Oc3c(ccc(O)c3CC=C(C)C)[C@@H]1CO2,x,x,6.3,-13.1,-7.0,1.1,x,-0.3
Cc1cccc(N(CC(=O)NC2CC3CCC2C3)S(=O)(=O)c2ccccc2)c1 (centres undefined),-5.1,x,1.1,u,-4.7,0.0,0.1,-4.0

# Full records, looked up by structure. Screens in order: GSIS activator | E-sel inducer | Casp6 inh | DENV2 CPE | RAD52 inh | CFTR F508del cor | XiGFP reactiv | RAD54 branch
# Listed for `Cc1cccc(N(CC(=O)NC2CC3CCC2C3)S(=O)(=O)c2ccccc2)c1` (centres undefined) : -5.1 | x | 1.1 | u | -4.7 | 0.0 | 0.1 | -4.0
# Listed for `C/C=C\C(=O)Nc1cccc(C2=NOC3(C2)C[C@@H](C(N)=O)N(C(=O)c2ccccc2)C3)c1` (some centres undefined) : 2.2 | -0.1 | 3.3 | -14.1 | -14.5 | 0.3 | -0.1 | 5.6
# Listed for `C=CC(COCc1ccccc1)N(C(=O)OC(C)(C)C)S(=O)(=O)c1ccccc1Br` (centres undefined) : x | 14.4 | -5.0 | x | -0.1 | 4.7 | 0.0 | -6.9

# Screening data from PubChem BioAssay.
